FBW7 act: activators of human E3 ligase FBW7. Q969H0. AlphaScreen FBW7–phospho-cyclin E peptide binding, activator screen. normalized activity (activation), % at 26.1 µM. 650,000 compounds, 0.13% hits. AID 1259310; in the data active means normalized activity above about 1.9%;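 further: purified mutant Fbw7 with reduced substrate affinity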
Target sequence (Q969H0 whole entry, looked up): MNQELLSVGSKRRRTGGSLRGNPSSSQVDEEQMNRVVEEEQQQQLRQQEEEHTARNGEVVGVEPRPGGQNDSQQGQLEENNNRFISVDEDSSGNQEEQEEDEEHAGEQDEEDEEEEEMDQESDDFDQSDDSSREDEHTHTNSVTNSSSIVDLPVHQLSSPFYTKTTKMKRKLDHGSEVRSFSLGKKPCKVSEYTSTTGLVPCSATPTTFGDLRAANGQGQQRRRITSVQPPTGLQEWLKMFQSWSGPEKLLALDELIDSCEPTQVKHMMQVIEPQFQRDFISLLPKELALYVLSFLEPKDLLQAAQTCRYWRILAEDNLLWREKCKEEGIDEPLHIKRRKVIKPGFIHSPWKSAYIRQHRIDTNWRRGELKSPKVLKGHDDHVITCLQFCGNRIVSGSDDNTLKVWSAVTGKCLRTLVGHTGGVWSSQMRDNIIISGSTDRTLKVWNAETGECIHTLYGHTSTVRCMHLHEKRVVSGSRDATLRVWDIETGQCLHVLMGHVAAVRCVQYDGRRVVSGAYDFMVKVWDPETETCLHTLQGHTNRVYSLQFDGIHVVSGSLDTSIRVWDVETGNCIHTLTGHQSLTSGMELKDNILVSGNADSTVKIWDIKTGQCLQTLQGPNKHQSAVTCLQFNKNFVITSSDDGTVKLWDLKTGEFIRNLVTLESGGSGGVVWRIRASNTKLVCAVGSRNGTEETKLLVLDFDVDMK
TEAD-YAP inh: TEAD-YAP interaction inhibition | HEK-TIYL cells, TEAD-Gal4/YAP UAS-luciferase luminescence | AID 1259422 | inhibition, % at 9.12 µM | 640,000 compounds, 1.4% hits; in the data active means inhibition above about 32%;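 further: 0% = median of test compound wells and 100% = reference inhibitor wells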
GPR151 ag: human GPR151 activation; Q8TDV0; PathHunter beta-arrestin GPR151 cells, luminescence; activation, % at 11.2 µM; 650,000 compounds, 1% hits; AID 1508602; in the data active means activation above about 4.9%;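 further: 0% = median of compound wells and 100% = cells with positive control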
Target sequence (Q8TDV0 whole entry, looked up): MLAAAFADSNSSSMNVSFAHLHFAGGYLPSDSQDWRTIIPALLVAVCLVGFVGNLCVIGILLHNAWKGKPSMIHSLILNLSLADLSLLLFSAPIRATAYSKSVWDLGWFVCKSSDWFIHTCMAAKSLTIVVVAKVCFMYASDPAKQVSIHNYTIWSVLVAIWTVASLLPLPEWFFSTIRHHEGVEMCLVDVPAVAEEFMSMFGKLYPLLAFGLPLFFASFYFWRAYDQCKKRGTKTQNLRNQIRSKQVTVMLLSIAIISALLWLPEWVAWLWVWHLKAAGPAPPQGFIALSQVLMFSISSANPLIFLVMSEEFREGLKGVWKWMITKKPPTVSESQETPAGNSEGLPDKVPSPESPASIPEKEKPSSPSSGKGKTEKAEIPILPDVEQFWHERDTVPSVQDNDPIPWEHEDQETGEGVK
MITF primary: human MITF inhibition, primary screen. AlphaScreen MITF homodimerization, bead proximity signal. inhibition, % at 2.6 µM. 650,000 compounds, 0.91% hits. AID 1259374; in the data active means inhibition above about 50%;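 further: 0% = vehicle wells with protein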
The depositor's hits bear a star.

Start of the listing, in advance:
Screening CC(=O)CC(=O)Nc1ccccc1C(F)(F)F returned FBW7 act 0.1, TEAD-YAP inh 6, GPR151 ag 1.4 and MITF primary 5.
Cc1nc(Sc2nnc3sc4ccccc4n23)c2c3c(sc2n1)CCC3 was read as FBW7 act 0.1, TEAD-YAP inh 5, GPR151 ag -0.9 and MITF primary 17.
`CCOC(=O)c1ccc(NC(=O)CSc2nnc(-c3ccncc3)o2)cc1` gave FBW7 act 0.6, TEAD-YAP inh 13, GPR151 ag -2.5 and MITF primary 11.
OCCNc1nc(Nc2ccccc2)nc2ccccc12 was read as FBW7 act -0.1, TEAD-YAP inh 18, GPR151 ag 0.7 and MITF primary 4.
`O=C(Nc1ccc(I)cc1C(F)(F)F)c1ccco1` gave FBW7 act 0.0, TEAD-YAP inh 2, GPR151 ag 1.5 and MITF primary 29.
`O=C1CC(c2ccc(Cl)cc2)CC2=C1C(c1cccnc1)Nc1ccccc1N2` (stereo unspecified) gave FBW7 act -0.3, TEAD-YAP inh 2, GPR151 ag 0.2 and MITF primary -3.
Screening COc1cccc(-n2nc(C(=O)Nc3nc4ccccc4s3)c3ccccc3c2=O)c1 returned FBW7 act 0.0, TEAD-YAP inh -13, GPR151 ag 1.0 and MITF primary -5.
For CN1CCCN(c2ccc([N+](=O)[O-])cc2[N+](=O)[O-])CC1 the results were FBW7 act 0.7, TEAD-YAP inh 3, GPR151 ag 0.6 and MITF primary 20.
`CC(=O)Nc1nc(-c2ccc(Cl)c(Cl)c2)c(C)s1` gave FBW7 act 0.7, TEAD-YAP inh 6, GPR151 ag 4.1 and MITF primary 17.
Screening CCCC(c1nnnn1CCC(C)C)N1CCN(C(=O)c2ccco2)CC1 (stereo unspecified) returned FBW7 act 0.4, TEAD-YAP inh -15, GPR151 ag -1.0 and MITF primary 23.
`CC1CCC(C(C)C)C(OCC(O)C[N+]2(C)CCCCC2)C1` (stereo unspecified) gave FBW7 act 0.0, TEAD-YAP inh 1, GPR151 ag -2.7 and MITF primary -2.

All compounds of this part (from the top)
Screening CC(=O)CC(=O)Nc1ccccc1C(F)(F)F returned FBW7 act 0.1, TEAD-YAP inh 6, GPR151 ag 1.4 and MITF primary 5.
Cc1nc(Sc2nnc3sc4ccccc4n23)c2c3c(sc2n1)CCC3 was read as FBW7 act 0.1, TEAD-YAP inh 5, GPR151 ag -0.9 and MITF primary 17.
`CCOC(=O)c1ccc(NC(=O)CSc2nnc(-c3ccncc3)o2)cc1` gave FBW7 act 0.6, TEAD-YAP inh 13, GPR151 ag -2.5 and MITF primary 11.
OCCNc1nc(Nc2ccccc2)nc2ccccc12 was read as FBW7 act -0.1, TEAD-YAP inh 18, GPR151 ag 0.7 and MITF primary 4.
`O=C(Nc1ccc(I)cc1C(F)(F)F)c1ccco1` gave FBW7 act 0.0, TEAD-YAP inh 2, GPR151 ag 1.5 and MITF primary 29.
`O=C1CC(c2ccc(Cl)cc2)CC2=C1C(c1cccnc1)Nc1ccccc1N2` (stereo unspecified) gave FBW7 act -0.3, TEAD-YAP inh 2, GPR151 ag 0.2 and MITF primary -3.
Screening COc1cccc(-n2nc(C(=O)Nc3nc4ccccc4s3)c3ccccc3c2=O)c1 returned FBW7 act 0.0, TEAD-YAP inh -13, GPR151 ag 1.0 and MITF primary -5.
For CN1CCCN(c2ccc([N+](=O)[O-])cc2[N+](=O)[O-])CC1 the results were FBW7 act 0.7, TEAD-YAP inh 3, GPR151 ag 0.6 and MITF primary 20.
`CC(=O)Nc1nc(-c2ccc(Cl)c(Cl)c2)c(C)s1` gave FBW7 act 0.7, TEAD-YAP inh 6, GPR151 ag 4.1 and MITF primary 17.
Screening CCCC(c1nnnn1CCC(C)C)N1CCN(C(=O)c2ccco2)CC1 (stereo unspecified) returned FBW7 act 0.4, TEAD-YAP inh -15, GPR151 ag -1.0 and MITF primary 23.
`CC1CCC(C(C)C)C(OCC(O)C[N+]2(C)CCCCC2)C1` (stereo unspecified) gave FBW7 act 0.0, TEAD-YAP inh 1, GPR151 ag -2.7 and MITF primary -2.
For Cc1[nH]c2ccccc2c1C(=O)CSc1n[nH]c(N)n1 the results were FBW7 act -0.3, TEAD-YAP inh 14, GPR151 ag -1.5 and MITF primary 24.
For C[C@H](N=C1NS(=O)(=O)c2ccccc21)C(=O)OCC(=O)c1ccc(Cl)s1 the results were FBW7 act 0.4, TEAD-YAP inh -2, GPR151 ag 1.6 and MITF primary -2.
For C/C(=N\Nc1ccc(Cl)cc1)c1ccccc1O the results were FBW7 act 0.2, TEAD-YAP inh 1, GPR151 ag 0.8 and MITF primary 18.
`Cc1cc(NCCCN2CCCC2=O)nc(NC2CCN(Cc3ccccc3)CC2)n1` gave FBW7 act 0.1, TEAD-YAP inh 3, GPR151 ag -1.5 and MITF primary 9.
For Cc1c(Cl)cccc1NC(=O)c1ccc(O)cc1 the results were FBW7 act 0.0, TEAD-YAP inh -42, GPR151 ag -0.2 and MITF primary 1.
`CCC(=O)N1CCN(c2ccc(NC(=S)NC(=O)COc3ccccc3)cc2)CC1` gave FBW7 act 0.3, TEAD-YAP inh 9, GPR151 ag -0.8 and MITF primary 10.
For Clc1cccc(N2CCN(Cc3cccnc3)CC2)c1 the results were FBW7 act 0.0, TEAD-YAP inh 1, GPR151 ag 3.1 and MITF primary 50.
`O=C(c1cccs1)c1conc1C(=O)c1ccc(Br)cc1` gave FBW7 act 0.0, TEAD-YAP inh 5, GPR151 ag 2.0 and MITF primary 6.
Screening CC(C)c1cc(C(=O)NNC(=S)NCC2CCCO2)c(O)c(C(C)C)c1 (stereo unspecified) returned FBW7 act 0.3, TEAD-YAP inh 15, GPR151 ag -0.8 and MITF primary 14.
Screening CCNC(=O)C(=O)Nc1ccc(OC)cc1 returned FBW7 act 0.3, TEAD-YAP inh -22, GPR151 ag 4.5 and MITF primary 10.
Screening O=C1C(=O)N(c2ccccn2)C(c2ccccc2[N+](=O)[O-])/C1=C(\O)c1ccccc1 (stereo unspecified) returned FBW7 act 0.0, TEAD-YAP inh -13, GPR151 ag -1.3 and MITF primary 47.
For Cc1ccc(-c2nnc(SCC(=O)Nc3ccc(C)c(Cl)c3)nc2-c2ccc(C)cc2)cc1 the results were FBW7 act -0.1, TEAD-YAP inh 14, GPR151 ag 0.1 and MITF primary -1.
Screening Cc1nc2ccc(NC(=O)c3cc(F)c(F)c(F)c3F)cc2s1 returned FBW7 act 0.0, TEAD-YAP inh -33, GPR151 ag 0.1 and MITF primary 1.
CS(=O)(=O)c1ccc(C(=O)COC(=O)c2ccccc2)cc1 was read as FBW7 act 0.1, TEAD-YAP inh 1, GPR151 ag -0.4 and MITF primary 0.
Screening CN(CC(=O)NC12CC3CC(CC(C3)C1)C2)S(=O)(=O)c1ccc(Cl)cc1 returned FBW7 act -0.2, TEAD-YAP inh -7, GPR151 ag -0.1 and MITF primary -4.
`Cc1ccc(NC(=O)C(=O)NCC2CCCN2S(=O)(=O)c2cc(C)ccc2C)cc1` (stereo unspecified) gave FBW7 act -0.1, TEAD-YAP inh -2, GPR151 ag 0.2 and MITF primary -2.
CCC1CCCCN1C(=O)Cn1c2ccccc2c(=O)c2cc(C)ccc21 (stereo unspecified) was read as FBW7 act 0.0, TEAD-YAP inh -3, GPR151 ag 0.8 and MITF primary -9.
`COc1ccc(C2(C(=O)Nc3ccccc3[N+](=O)[O-])CCCC2)cc1OC` gave FBW7 act -0.1, TEAD-YAP inh -8, GPR151 ag 0.3 and MITF primary 13.
`COc1ccc(NC(=O)Cn2c(=O)n(Cc3ccccc3OC)c(=O)c3cccnc32)cc1` gave FBW7 act 0.3, TEAD-YAP inh 13, GPR151 ag 2.1 and MITF primary 11.
Screening CCOC(=O)c1cnc(SC)nc1NC(=O)Nc1ccc(C)cc1 returned FBW7 act -0.1, TEAD-YAP inh -11, GPR151 ag -0.8 and MITF primary 2.
For COc1ccccc1C1CC(=O)C2=C(C1)NC(C)=C(C(=O)OC1CCCC1)C2c1cc(OC)c(OC)c(OC)c1 (stereo unspecified) the results were FBW7 act 0.1, TEAD-YAP inh 11, GPR151 ag 2.0 and MITF primary 3.
O=C(CSc1nc2ccccc2c(=O)n1-c1ccc(Cl)cc1)N1CCc2ccccc21 was read as FBW7 act 0.0, TEAD-YAP inh 1, GPR151 ag -1.2 and MITF primary 8.
O=C(c1ccc(Br)o1)N1CCN(c2ccc(Cl)cc2)CC1 was read as FBW7 act 0.1, TEAD-YAP inh 1, GPR151 ag 0.6 and MITF primary -5.
Cc1oc(-c2ccccc2)nc1CS(=O)CC(=O)N1CCc2ccccc21 (stereo unspecified) was read as FBW7 act -0.2, TEAD-YAP inh 5, GPR151 ag 0.1 and MITF primary 11.
Clc1ccc(-c2cnc3ccccc3n2)cc1Cl was read as FBW7 act 0.0, TEAD-YAP inh -8, GPR151 ag 0.6 and MITF primary -7.
COc1ccc(N2C(=O)C3SC(N)=C(C#N)C(c4ccco4)C3C2=O)cc1OC (stereo unspecified) was read as FBW7 act -0.1, TEAD-YAP inh 9, GPR151 ag 0.6 and MITF primary 9.
COCC(C)NC(=O)/C=C/c1ccccc1[N+](=O)[O-] (stereo unspecified) was read as FBW7 act -0.3, TEAD-YAP inh 6, GPR151 ag 0.6 and MITF primary -9.
For O=[N+]([O-])c1c(Nc2ccc(O)cc2)ccc2nonc12 the results were FBW7 act -0.1, TEAD-YAP inh -17, GPR151 ag -0.1 and MITF primary 4.
For O=C(CCCN1C(=O)c2cccnc2C1=O)Nc1ccccc1F the results were FBW7 act -0.2, TEAD-YAP inh -6, GPR151 ag -1.2 and MITF primary 11.
`O=C(OCCOc1ccc(Br)cc1)c1cccnc1Cl` gave FBW7 act 0.0, TEAD-YAP inh 4, GPR151 ag 0.8 and MITF primary -6.
For CCSc1nc2sccn2c(=O)c1C(=O)N1CC(C)OC(C)C1 (stereo unspecified) the results were FBW7 act 0.1, TEAD-YAP inh 2, GPR151 ag 0.7 and MITF primary 9.
Screening Cc1ccc(C(=O)N/C(=C\c2ccc3c(c2)OCO3)C(=O)Nc2ccccc2)cc1C returned FBW7 act 0.0, TEAD-YAP inh -11, GPR151 ag 0.2 and MITF primary -3.
`CCN(CC)S(=O)(=O)c1ccc(N=Nc2c(O)n(C)c(=O)n(C)c2=O)cc1` gave FBW7 act -0.2, TEAD-YAP inh -5, GPR151 ag 0.7 and MITF primary 0.
`CC(C)(C)c1ccc(C(=O)Nc2ccc(C(=O)Nc3cccc4ccccc34)cc2)cc1` gave FBW7 act 0.0, TEAD-YAP inh 5, GPR151 ag 2.2 and MITF primary 1.
CC(C)COc1ccc(C(=O)c2ccccc2)cc1 was read as FBW7 act 0.5, TEAD-YAP inh -45, GPR151 ag 0.0 and MITF primary -13.
`COc1cccc(OCCOCCOc2cc(C=O)ccc2OC)c1` gave FBW7 act -0.1, TEAD-YAP inh 11, GPR151 ag 0.0 and MITF primary -6.
N#Cc1ccccc1COc1ccc2c(c1)C(=O)CC2 was read as FBW7 act 0.0, TEAD-YAP inh -53, GPR151 ag 0.5 and MITF primary -3.
For Oc1ccc(/C=N/Nc2nc3ccccc3[nH]2)c(O)c1 the results were FBW7 act -0.5, TEAD-YAP inh 16, GPR151 ag -0.7 and MITF primary 65*.
CC1(C)C(C)(C)C1(F)C#Cc1ccccc1 was read as FBW7 act -0.2, TEAD-YAP inh 8, GPR151 ag 1.4 and MITF primary 6.
`Cc1nc2c(c(=O)[nH]1)CCN(C(=O)C1CC(=O)N(Cc3ccccc3)C1)C2` (stereo unspecified) gave FBW7 act -0.1, TEAD-YAP inh 2, GPR151 ag 1.6 and MITF primary 1.
`COc1ccc(OC)c(/C=C2\C(=O)NN(c3ccc(Cl)c(Cl)c3)C2=O)c1` gave FBW7 act 0.1, TEAD-YAP inh 2, GPR151 ag 0.0 and MITF primary 10.
Screening O=C(CSc1nc2ccccc2c(=O)n1CC1CCCO1)c1ccc(Br)cc1 (stereo unspecified) returned FBW7 act 0.2, TEAD-YAP inh -10, GPR151 ag 0.4 and MITF primary 6.
Screening CC1CC(C)(C)NC(=S)N1CCCC(=O)Nc1ccc(OC(F)(F)F)cc1 (stereo unspecified) returned FBW7 act -0.1, TEAD-YAP inh -4, GPR151 ag 1.9 and MITF primary -2.
`CCOC(=O)c1oc2ccccc2c1NC(=O)Cc1ccc(F)cc1` gave FBW7 act -0.1, TEAD-YAP inh -3, GPR151 ag 2.9 and MITF primary -5.
`CCOC(=O)C1=CN(Cc2ccc(F)cc2)C=C(C(=O)OCC)C1c1ccc(OCC)c(OC)c1` gave FBW7 act 0.3, TEAD-YAP inh -1, GPR151 ag -0.1 and MITF primary -15.
Screening O=C(Nc1ccc(S(=O)(=O)N2CCCCC2)cc1)c1noc2c1COc1ccccc1-2 returned FBW7 act 0.7, TEAD-YAP inh 4, GPR151 ag 1.7 and MITF primary 15.
`Cc1ccc2c(CNC3CCCCCCC3)c(C(=O)O)n(C)c2c1` gave FBW7 act 0.6, TEAD-YAP inh 2, GPR151 ag -1.2 and MITF primary 12.
For CCCCCCCC(=O)Oc1ccccc1N1C(=O)c2c(Cl)c(Cl)c(Cl)c(Cl)c2C1=O the results were FBW7 act 0.0, TEAD-YAP inh -25, GPR151 ag -0.8 and MITF primary 7.
O=C1c2ccccc2C2c3ccccc3Sc3cccc1c32 (stereo unspecified) was read as FBW7 act 0.0, TEAD-YAP inh 0, GPR151 ag -0.8 and MITF primary 10.
For COCC(=O)Nc1c(C(=O)Nc2ccc(C)c(C)c2)oc2ccccc12 the results were FBW7 act -0.1, TEAD-YAP inh -74, GPR151 ag 2.6 and MITF primary -8.
`CC(C)(C)c1ccc(C(=O)N(c2ccccc2)C2C=CS(=O)(=O)C2)cc1` (stereo unspecified) gave FBW7 act -0.1, TEAD-YAP inh 5, GPR151 ag 0.5 and MITF primary 2.
